Bioassay records from PubChem.
IDH1 R132H inh: qHTS for Inhibitors of mutant isocitrate dehydrogenase 1 (IDH1): qHTS; hit rate 0.093% among 390,000; IDH1-R132H enzyme, NADPH consumption, diaphorase/resazurin fluorescence; Isocitrate dehydrogenase [NADP] cytoplasmic (Homo sapiens), O75874; Potency, µM (series often up to 76.6 µM), inactives show at the highest dose activity change, negative = inhibition, most hits filed as inhibitors; further: potency means the concentration at half of the fitted maximal effect; on the % scale 0 is the no-effect control and ±100 the full control effect; nearly all actives have a fitted effect of over 65% in size
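IDH1-R132H (0.5 ug/mL) preincubated 30 min with compound, then NADPH (0.016 mM) and alpha-KG (2 mM) added; 80 min at RT, pH 7.5. Remaining NADPH coupled via diaphorase/resazurin to fluorescence (540/590 nm); concentration-response curves normalized to no-enzyme control.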
USP1-UAF1 inh: Inhibitors of USP1/UAF1: Primary Screen. Potency, µM (series often up to 57.1 µM), without a hit: at the highest dose activity change, negative = inhibition, most hits filed as inhibitors. hit rate 0.23% among 390,000. recombinant USP1/UAF1, Ub-Rhodamine cleavage fluorescence. Ubiquitin carboxyl-terminal hydrolase 1 (Homo sapiens), O94782. AID 743255, 2014; further: potency means the concentration at half of the fitted maximal effect; on the % scale 0 is the no-effect control and ±100 the full control effect; nearly all actives have a fitted effect of over 60% in size; inactives centre near -12
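Step one: compound is pinned into 1nM USP1/UAF1 in HEPES pH 7.8 buffer with TCEP. Step two: 15 min room-temperature incubation. Step three: Ub-Rho (150nM final) starts cleavage, tracked by fluorescence over six one-minute reads.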
TrxR1 substrate: qHTS Assay for Substrates of Mammalian Selenoprotein Thioredoxin Reductase 1 (TrxR1): qHTS | Thioredoxin reductase 1, cytoplasmic (Rattus norvegicus), O89049 | purified TrxR1 substrate turnover, NADPH consumption readout | Potency, µM (top dose mostly 114 µM), without a hit: at the top dose activity change, negative = substrate turnover | hit rate 0.01% among 390,000 | AID 588456, 2011; further: potency means the concentration at half of the fitted maximal effect; on the % scale 0 is the no-effect control and ±100 the full control effect; nearly all actives have a fitted effect of over 50% in size
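Rat TrxR1, dispensed at 90 nM, was prereduced with 400 uM NADPH (final) for 5 min at ~22 deg C, then incubated with compound 15 min before 400 uM selenite. A first-read NADPH fluorescence drop versus no-compound background flagged substrates.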
Pin1 inhibitor: qHTS Assay to Find Inhibitors of Pin1; Peptidyl-prolyl cis-trans isomerase NIMA-interacting 1 (Homo sapiens), Q13526; Pin1 FP peptide displacement, HiFluor488, 10 min; Potency, µM (doses to about 115 µM), for the others: at the highest dose activity, negative = inhibition, usual class: inhibitors; hit rate 0.009% among 390,000; active means well fitted inhibition curve with a large enough effect in the polarisation, with a control signal flat, not every such curve was filed as active; inconclusive means small, poorly fitted or top-dose-only effect, or effect the other way, or a change in a side signal; inactive means no such curve, though single readings can be large or run the other way; the % refers to the polarisation; further: potency means the concentration at half of the fitted maximal effect; on the % scale 0 is the no-effect control and ±100 the full control effect
Target sequence (Q13526 whole entry, looked up): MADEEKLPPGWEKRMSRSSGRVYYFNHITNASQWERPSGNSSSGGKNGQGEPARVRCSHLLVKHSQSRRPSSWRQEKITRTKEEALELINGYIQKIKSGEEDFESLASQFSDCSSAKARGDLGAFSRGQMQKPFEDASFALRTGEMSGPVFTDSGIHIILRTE
GLS inh: qHTS for Inhibitors of Glutaminase (GLS). hit rate 0.21% among 410,000. Potency, µM (top dose mostly 45.5 µM), inactives show at the top dose activity change, negative = inhibition, actives largely listed as inhibitors. AID 624170, 2012. GLS enzymatic activity, qHTS titration; further: potency means the concentration at half of the fitted maximal effect; on the % scale 0 is the no-effect control and ±100 the full control effect
Target sequence (O94925 whole entry, looked up): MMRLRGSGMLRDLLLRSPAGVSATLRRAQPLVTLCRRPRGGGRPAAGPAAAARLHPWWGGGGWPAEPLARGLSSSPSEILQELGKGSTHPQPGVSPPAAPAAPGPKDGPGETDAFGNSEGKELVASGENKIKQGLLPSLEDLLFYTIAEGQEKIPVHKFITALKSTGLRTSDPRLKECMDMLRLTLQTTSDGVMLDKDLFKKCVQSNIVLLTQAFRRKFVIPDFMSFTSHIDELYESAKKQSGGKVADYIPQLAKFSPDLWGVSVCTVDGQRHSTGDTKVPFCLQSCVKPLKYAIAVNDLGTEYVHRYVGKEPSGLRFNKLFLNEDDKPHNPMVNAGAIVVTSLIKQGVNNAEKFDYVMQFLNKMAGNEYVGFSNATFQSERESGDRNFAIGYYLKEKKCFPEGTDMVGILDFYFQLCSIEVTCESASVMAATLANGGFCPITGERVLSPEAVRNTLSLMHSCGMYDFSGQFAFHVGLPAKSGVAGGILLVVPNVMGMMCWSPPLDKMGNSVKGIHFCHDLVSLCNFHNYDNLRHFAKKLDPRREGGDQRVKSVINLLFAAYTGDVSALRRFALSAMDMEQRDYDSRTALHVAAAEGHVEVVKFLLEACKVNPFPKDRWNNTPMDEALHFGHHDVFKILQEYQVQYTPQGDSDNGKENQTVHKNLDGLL
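Glutamate formation by hKGA was monitored fluorometrically using coupled glutamate oxidase, HRP and Amplex Red. Substrate was added as 1 mM L-glutamine solution; incubation was 30 min at RT after an initial read.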
HP1b binding inh: HTS for Inhibitors of HP1-beta Chromodomain Interactions with Methylated Histone Tails. Potency, µM (titrated, usually from 114 µM), inactives show at the top dose activity change, negative = inhibition, most hits filed as inhibitors. Chromobox protein homolog 1 (Homo sapiens), P83916. hit rate 0.56% among 390,000. AID 540317, 2011. AlphaScreen HP1-beta / biotin-H3K9me3 peptide binding; further: potency means the concentration at half of the fitted maximal effect; nearly all actives have a fitted effect of over 70% in size; inactives centre near 23
Target sequence (P83916 whole entry, looked up): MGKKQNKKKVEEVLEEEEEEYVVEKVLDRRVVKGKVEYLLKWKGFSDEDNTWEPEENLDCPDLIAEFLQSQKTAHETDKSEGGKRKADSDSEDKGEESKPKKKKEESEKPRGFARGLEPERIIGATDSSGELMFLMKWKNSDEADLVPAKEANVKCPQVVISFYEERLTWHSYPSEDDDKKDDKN
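AlphaScreen: HP1-beta (50 nM) preformed 30 min with biotin-H3(1-18)K9me3 peptide (50 nM) in PBS pH 7.4, 0.01% Tween-20. Compound added for 30 min at RT, then streptavidin donor/nickel chelate acceptor beads (10 ug/mL) for 30 min.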
TrxR1 inh: qHTS Assay for Inhibitors of Mammalian Selenoprotein Thioredoxin Reductase 1 (TrxR1): qHTS; recombinant rTrxR1, NADPH fluorescence consumption, selenite substrate; Potency, µM (series often up to 114 µM), without a hit: top-dose activity change, negative = inhibition, actives largely listed as inhibitors; hit rate 1% among 390,000; further: potency means the concentration at half of the fitted maximal effect; on the % scale 0 is the no-effect control and ±100 the full control effect; nearly all actives have a fitted effect of over 65% in size
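Rat TrxR1 (90 nM in the dispensed reagent) was pre-reduced with 400 uM NADPH for 5 min at room temperature, then incubated with compound for 15 min. After 400 uM selenite was added, NADPH fluorescence (Ex 340/Em 450 nm) was followed for 8 min.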
PGK inhibitor: qHTS Assay to Find Inhibitors of Phosphoglycerate Kinase; Phosphoglycerate kinase, glycosomal (Trypanosoma brucei brucei), P07378; PGK/GAPDH coupled, Kinase-Glo luminescence, 60 min; Potency, µM (top dose mostly 57.5 µM), for inactives: at the top dose activity change, negative = inhibition, hits mostly inhibitors; hit rate 0.043% among 380,000; AID 602233, 2012; further: potency means the concentration at half of the fitted maximal effect; on the % scale 0 is the no-effect control and ±100 the full control effect; nearly all actives have a fitted effect of over 60% in size
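Recombinant glycosomal PGK reaction used 1,3-bisphosphoglycerate generated in-well by GAPDH (100nM final) in 100mM TEA pH 7.6, 5mM MgCl2, 0.01% Tween-20. After 60 minutes at room temperature, ATP was read by Kinase-Glo Plus luminescence end-point.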
PI4K2A block: qHTS for small molecular inhibitors of PI4K2A; Phosphatidylinositol 4-kinase type 2-alpha (Homo sapiens), Q9BTU6; purified PI4K2A, ADP-Glo luminescence, 1 h; hits give low values; activity change, negative = inhibition, % at 76.9 µM; hit rate 0.13% among 420,000; AID 1346378, 2018; in the data active means activity change below about -50%; inconclusive means mostly about -30% to -49%;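 further: -100% = wells without enzyme as full effect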
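In this quantitative HTS, ADP production by PI4K2A was quantified luminescently after 1 h at ambient temperature; 100 microM adenosine served as plate-quality control.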
Starred values were filed as active, the others as inactive; i = inactive; ? = inconclusive; . = no result given; [ ] = remark or other dose. Unless noted, the call rests on the fitted dose curve; in most records, active means well fitted curve in the direction sought with a large enough effect; inconclusive means small, poorly fitted or top-dose-only effect, or another doubt; inactive means no such curve, though single readings can be large; an effect the other way counts as inactive or inconclusive. Only part of the results is shown; rates above refer to the full screens.

Sequence of screens – IDH1 R132H inh | USP1-UAF1 inh | TrxR1 substrate | Pin1 inhibitor | GLS inh | HP1b binding inh | TrxR1 inh | PGK inhibitor | PI4K2A block
- CCC(=O)N1CCc2cc(S(=O)(=O)NCCCOC)ccc21
  -4% | -7% | 1% | -5% | 22% | 28% | 6% | 7% | 1
- COC(=O)c1cccc(NC(=O)C(C)(C)C)c1
  8% | -14% | 1% | 3% | -8% | 24% | 15% | -2% | 6
- CCCCCC(=O)Nc1ccc(C2C(=O)c3ccccc3C2=O)cc1
  1% | -11% | -2% | 5% | 18% | -11% | 7% | -5% | 11
- COc1ccc(CC(=O)NC2CC(=O)N(c3ccc4c(c3)OCCO4)C2)cc1 (configuration not stated)
  -7% | -17% | -4%[57.1 µM] | 0% | 6% | 32% | 8%[57.1 µM] | 1% | -1
- CCN(CC)S(=O)(=O)c1ccc(/C=C/C(=O)NC2CCCCC2)cc1
  8% | -10% | 0% | -9% | -10% | 22% | 7% | -5% | 1
- Cc1ccc(C)c(OCC(=O)NNC(=O)c2ccc(=O)[nH]c2)c1
  -7% | -14% | -6% | 6% | 7% | 36% | -9% | 6% | 12
- CC1=C(C)C(=O)OC(C(C)C2CCC3C4CC=C5CC(OC6OC(COC7OC(CO)C(O)C(O)C7O)C(O)C(O)C6O)CC(O)C5(C)C4CCC23C)C1 (configuration not stated)
  4% | -18% | 2% | -1% | -10% | -15% | 1% | -1% | 5
- CSCCC(NC(=O)c1ccccc1Br)C(=O)N1CCCCCCC1 (configuration not stated)
  1% | -10% | -5% | 4% | -2% | 25% | -3% | -9% | -2
- ClCc1nnc(-c2cc3c(s2)CCCC3)o1
  -2% | -12% | 2%[11.4 µM] | -3% | -2% | 66%[activator] | -6%[11.4 µM] | -3% | 0
- O=C(CCC1CCCN(C(=O)Cc2cccc(F)c2)C1)N1CCN(c2ccccn2)CC1 (configuration not stated)
  4% | 0% | 9%[57.1 µM] | -3% | 2% | 49%[activator] | 7%[57.1 µM] | 9% | -2
- CN(CC(=O)NC1CCCCCC1)S(=O)(=O)c1cnc[nH]1
  -2% | -11% | -1% | -4% | -10% | 62%[activator] | 23% | -3% | -2
- COc1cc(CCC(=O)OCC(=O)Nc2ccc3c(c2)OCO3)cc(OC)c1OC
  13% | -7% | 3% | -5% | 5% | -2% | 24% | -3% | -8
- CC(=O)c1cccc(NS(=O)(=O)c2cc3c(cc2C)NC(=O)CO3)c1
  -1% | -11% | 4% | ? | 5% | 38% | 20% | 1% | -8
- Nc1nc(N)nc(-c2cc(C(F)(F)F)ccc2Cl)n1
  -10% | -25% | 10% | 2% | 0% | 23% | 34% | 2% | -3
- CCOc1ccc(NC(=O)N[C@@H](CCSC)C(=O)OC)cc1
  -4% | 0% | 9% | 3% | 3% | 16% | 12% | 3% | -1
- CC1(C)CC(NS(=O)(=O)c2ccc(F)cc2)CC(C)(C)N1
  8% | -14% | -11% | 9% | -7% | 47%[activator] | -18% | -3% | -6
- C=C(C)Cn1c(CCNC(=O)CCC)nc2ccccc21
  1% | -5% | 5% | 8% | -3% | 27% | 12% | 10% | 8
- Cc1cc(Br)ccc1SCC(=O)OCC(=O)NC1CCCC1
  10% | -27% | -1% | -4% | 2% | 52%[activator] | 9% | . | -2
- Cc1cc(C)nc(/N=C(\N)N2CCCCCC2)n1
  0% | -5% | 4% | 5% | 2% | 39% | 15% | i | 0
- COc1ccc(-c2cc(C(F)(F)F)n3nc(C(=O)N4CCN5CCCC5C4)cc3n2)cc1OC (configuration not stated)
  -5% | -13% | 3% | 7% | -2% | 3% | 6% | i | -9
- CCN(CC(=O)Nc1ccc(OC)cc1)C(=O)Cc1cccs1
  0% | -2% | 4% | -7% | 5% | -22% | -15% | 9% | -12
- CCN1CCN(c2ccc(S(=O)(=O)N3CCCCC3)cc2NC(=O)c2sccc2C)CC1
  1% | -12% | -14% | 1% | 0% | 9% | -10% | -11% | -4
- CCOc1ccc(CCNC(=O)c2ccc3c(c2)c(C)c(C)n3Cc2ccccc2)cc1OCC
  -6% | 119%[activator] | 11%[57.1 µM] | ? | -4% | 3% | 32%[57.1 µM] | -9% | -3
- O=C(CN1C(=O)NC2(CCOc3ccccc32)C1=O)NCC(F)(F)F (configuration not stated)
  -6% | -1% | -6% | -6% | 1% | -19% | 1% | -1% | -3
- COc1ccccc1CNC(=O)C(=O)NCC(c1cccnc1)N1CCN(c2ccc(F)cc2)CC1 (configuration not stated)
  4% | 4% | -11% | 1% | 12% | 11% | 2% | 7% | -1
- COc1cc(CN(C(=O)COc2ccc(F)cc2)c2ccccn2)cc(OC)c1OC
  -2% | -23% | 7% | 1% | -2% | 19% | 43%[activator] | i | -2
- Cc1ccc(C(=O)Oc2coc(CSc3nnc(NC(=O)C4CC4)s3)cc2=O)cc1C
  1% | -25% | 8%[11.4 µM] | 40%[activator] | -1% | 30% | 11%[11.4 µM] | 0% | 0
- Cc1[nH][nH]c(=O)c1C=NCc1cccnc1
  5% | -18% | -5% | -7% | 0% | 23% | 10% | i | -1
- CCN(CC(=O)NCc1cccs1)C(=O)CCCOc1ccccc1
  1% | -9% | 3% | 2% | -12% | 22% | 15% | 0% | 0
- O=C1CCCCC1C(=O)c1ccccc1 (configuration not stated)
  -3% | -13% | 4% | -11% | -1% | 29% | 21% | -8% | -1

Part of the list above, as labelled records.
> COc1cc(CN(C(=O)COc2ccc(F)cc2)c2ccccn2)cc(OC)c1OC
  IDH1 R132H inh: -2%
  USP1-UAF1 inh: -23%
  TrxR1 substrate: 7%
  Pin1 inhibitor: 1%
  GLS inh: -2%
  HP1b binding inh: 19%
  TrxR1 inh: 43%[activator]
  PGK inhibitor: i
  PI4K2A block: -2
> Cc1ccc(C(=O)Oc2coc(CSc3nnc(NC(=O)C4CC4)s3)cc2=O)cc1C
  IDH1 R132H inh: 1%
  USP1-UAF1 inh: -25%
  TrxR1 substrate: 8%[11.4 µM]
  Pin1 inhibitor: 40%[activator]
  GLS inh: -1%
  HP1b binding inh: 30%
  TrxR1 inh: 11%[11.4 µM]
  PGK inhibitor: 0%
  PI4K2A block: 0
> Cc1[nH][nH]c(=O)c1C=NCc1cccnc1
  IDH1 R132H inh: 5%
  USP1-UAF1 inh: -18%
  TrxR1 substrate: -5%
  Pin1 inhibitor: -7%
  GLS inh: 0%
  HP1b binding inh: 23%
  TrxR1 inh: 10%
  PGK inhibitor: i
  PI4K2A block: -1
> CCN(CC(=O)NCc1cccs1)C(=O)CCCOc1ccccc1
  IDH1 R132H inh: 1%
  USP1-UAF1 inh: -9%
  TrxR1 substrate: 3%
  Pin1 inhibitor: 2%
  GLS inh: -12%
  HP1b binding inh: 22%
  TrxR1 inh: 15%
  PGK inhibitor: 0%
  PI4K2A block: 0

(next part)
SMILES	IDH1 R132H inh	USP1-UAF1 inh	TrxR1 substrate	Pin1 inhibitor	GLS inh	HP1b binding inh	TrxR1 inh	PGK inhibitor	PI4K2A block
O=c1oc2ccc3ccccc3c2c2c1SC(C(F)(F)F)C2 (configuration not stated)	10%	-17%	73%[activator][57.1 µM]	-5%	?	24%	102%[activator][57.1 µM]	i	-4
COc1cccc(-c2sc3ccc(OC)cc3c2-c2ccc(OCCN3CCOCC3)cc2)c1	4%	-27%	9%	8%	-1%	-7%	30%	-1%	-3
Cc1cc(C)cc(OCC(=O)OCC(=O)NC2CCCC2)c1	3%	-6%	4%	2%	8%	24%	20%	-4%	-1
C/C(=C\c1ccccc1)C(=O)n1nnc2ccccc21	-1%	-6%	1%	-4%	35%[activator]	20%	?	-8%	3
O=C(Cc1ccccc1[N+](=O)[O-])NCc1ccncc1	-1%	9%	8%[57.1 µM]	3%	0%	28%	8%[57.1 µM]	4%	1
O=C(Nc1ccc2c(c1)OCO2)c1ccc(Br)o1	6%	-14%	6%	-3%	5%	14%	5%	.	-9
NC(=O)c1c(NC(=O)Cn2nc(C(=O)O)c3ccccc3c2=O)sc2c1CCCC2	1%	-17%	3%	42%[activator]	2%	34%[activator]	13%	-4%	-2
Cc1cc2c(N=O)c(NO)ccc2[nH]1	6%	-22%	-9%	1%	10%	-20%	-11%	i	6
COC(=O)c1ccccc1NC(=O)CNc1cc(Cl)ccc1N1CCOCC1	-1%	-5%	-8%	5%	-11%	-2%	-1%	8%	-2
